Rat MKP-3 inhibitors: inhibition of rat DUSP6 enzyme activity – biochemical, in vitro, primary screen (AID 425). recombinant MKP-3 phosphatase activity, fluorescence; higher % means a stronger effect. one-dose inhibition, % at 20 µM; IC50 in µM for titrated hits. hit rate 0.17% among 110,000; in the data active means inhibition above about 50%;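 further: plate controls were vehicle for no effect and reference inhibitor for full effect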
Hsp70 inhibitors: small molecules displacing fluorescent ligand from Hsp70 – biochemical, fluorescence polarization, primary screen (AID 583) | Hsp70 fluorescence polarization probe displacement, mP; higher % means a stronger effect | displacement, % at 20 µM; hits with a dose series show IC50 in µM | hit rate 0.06% among 140,000; in the data active means displacement above about 50%;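 further: plate controls were vehicle for no effect and reference ligand for full effect; a part of the inactive calls stands beside numbers as strong as those of hits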
Active calls of the source: *; · = not tested or not shown; & = joins results of further samples. These rows are one share of the data; count on the stated rates, not on these rows.

Rat MKP-3 inhibitors	Hsp70 inhibitors	Structure
-7%	·	CCc1c(C#N)c(SCc2c(C)noc2C)nc2c1C(=O)CC(C)(C)C2
-2%	2.9%	Cc1ccc(S(=O)(=O)NC2=NCCC2)cc1
-3%	6.4%	CC1=NCCN1S(=O)(=O)c1ccc(Cl)cc1
-1%	-16%	COc1ccc(C(=O)/C=C\Nc2ccc3c(c2)OCO3)cc1OC
·	-5.3%	O=C(O)C1CC(O)CN1S(=O)(=O)c1cccs1 (stereo not given)
-12%	3.1%	CN1CCn2c1nc(N1CCOCC1)nc2=O
1%	5.4%	CC(C)C(c1nnnn1Cc1ccco1)N1CCN(c2nc3ccccc3s2)CC1 (stereo not given)
0%	-2.5%	CC(C)Sc1nc2c(c(=O)n(C)c(=O)n2C)n1C
1%	5.5%	CC1C(C(=O)N(C=O)c2ccccc2F)C2C=CC1C21CC1 (stereo not given)
1%&0%	1.3%&-5.1%	COCC(O)CN1CCN(c2ccc([N+](=O)[O-])cc2Cl)CC1 (stereo not given)
-5%	-2.1%	Nc1cc(C(=O)c2cccs2)ccc1Cl
2%	6.4%	COc1ccc(C2(CNS(=O)(=O)c3ccccc3)CCCC2)cc1OC

Additional records:
Rat MKP-3 inhibitors	Hsp70 inhibitors	Structure
4%	7.2%	CCOC(=O)CC1=C(C(=O)OCC)C(c2ccc(OC)c(OC)c2)C(C#N)=C(N)O1 (stereo not given)
-9%	-2.7%	COc1ccc(NC(=O)Nc2ccc(C)cc2OC(F)F)cc1OC
3%	-3.0%	COc1cc(CN2CCN(S(=O)(=O)c3ccc(C)cc3)CC2)cc(OC)c1OC
5%	4.8%	COc1ccc(C2CC(=O)C3=C(C2)Nc2ccccc2NC3c2cccc(Br)c2)cc1OC (stereo not given)
1%	·	CCOc1ccc(CCNC(=O)CN2CCN(Cc3ccc(F)cc3)C2=O)cc1OCC
-4%	1.5%	N#Cc1nc(-c2cccs2)oc1NCCN1CCOCC1
·	1.2%	COC(=O)CN(C#N)c1nc(NC(C)C)nc(OC)n1
2%	-0.4%	C=CCNC(=O)c1cc(-c2ccc(Br)cc2)on1
·	0.5%	COc1ccccc1NC(=O)Cn1cnc2sc(C)c(S(=O)(=O)N3CCCCC3)c2c1=O
-18%	-1.5%	CCOCC(=O)Nc1nnc(C)s1
5%	3.9%	COc1ccc(-c2cc(C(=O)NCCc3ccccc3)c3ccccc3n2)cc1OC
7%	-6.8%	C=CCc1cccc(/C=N/Nc2nc(-c3cc4cc(OC)ccc4oc3=O)cs2)c1O

The listing continues:
Rat MKP-3 inhibitors	Hsp70 inhibitors	Structure
0%	-6.5%	COc1cc(C2C(C#N)=C(N)Oc3cc(O)ccc32)cc2c1OCO2 (stereo not given)
·	-7.4%	CCC(C)(C)NC(=O)C(c1ccccc1)N(Cc1cccnc1)C(=O)c1csnn1 (stereo not given)
5%	1.0%	Cc1ccc(N2C(=O)c3ccc4c5c(ccc(c35)C2=O)CC4)c(C)c1
-11%	5.6%	Cn1c(=O)c2c(SC3CCCC3)nc(C3CC3)nc2n(C)c1=O
9%	-2.2%	COc1ccc(OC)c(-c2cc(C(=O)Nc3c(C)nn(Cc4ccccc4Cl)c3C)no2)c1
2%	-1.6%	COc1ccccc1NC(=O)C1=C(C)NC(=O)NC1c1cc(OC)c(OC)c(OC)c1 (stereo not given)
3%	-0.8%	Nc1c(C(=O)Nc2ccccc2)nnn1Cc1ccccc1
-4%	4.3%	Cc1ccc(CNC(=O)C(=O)N2CCCC2)cc1
-12%&0%	-6.1%&-2.6%	COC(=O)CN(c1c(C)cccc1C)S(C)(=O)=O
2%	-3.4%	CCOC(=O)COc1ccc(/C=C2\C(=O)NC(=O)N(C)C2=O)cc1OC
-2%	-0.3%	COC(=O)C1CCCN1C(=O)C1CCCN1C(=O)CNC(=O)OCc1ccccc1 (stereo not given)
3%	0.2%	C=CCOc1ccc(/C=c2/sc3n(c2=O)C(c2ccc(OC)c(OC)c2)C(C(=O)OC)=C(C)N=3)cc1 (stereo not given)

Carrying on.
Rat MKP-3 inhibitors	Hsp70 inhibitors	Structure
-2%	-1.5%	O=C(O)C(=O)/C=C(\O)c1ccc(F)cc1
-10%	1.9%	CCOC(=O)c1[nH]c2ccc(OC)cc2c1C
-11%	-2.0%	COCC(=O)Nc1ccccc1NC(C)=O
4%	-3.0%	Cc1ccc(NC(=O)c2cc3cc(Br)ccc3oc2=O)c(C)c1
-22%	3.3%	O=C1CC(C(=O)Nc2ccccc2)N=C(N2CCCCC2)N1 (stereo not given)
-8%	-0.8%	C(=N\n1cnnc1)/c1ccc(N2CCOCC2)cc1
0%&4%	5.6%&-2.5%	Cc1nn(C(=O)C(C)N2C(=O)c3ccccc3C2=O)c(C)c1Br (stereo not given)
1%	3.3%	Oc1[nH]c2ccccc2c1N=Nc1cccc(C(F)(F)F)c1
0%	-0.7%	O=[N+]([O-])c1ccc(Cl)cc1Sc1nc2ccccc2[nH]1
·	-0.9%	O=C(CCCN1C(=O)CCC1=O)Nc1ccc(Br)cc1F
-11%	2.0%	CCC(CC)C(=O)Nc1cccc(C(=O)Nc2ccc3c(c2)OCO3)c1
6%	-3.5%	COC(=O)c1cc(NC(=O)/C=C/c2ccccc2Cl)cc(C(=O)OC)c1

The listing continues:
Rat MKP-3 inhibitors	Hsp70 inhibitors	Structure
-9%	2.2%	CC(=O)Nc1cc(C(F)(F)F)ccc1N1CCOCC1
-3%&3%	1.1%&-1.6%	COc1ccc(CC(=O)N2CCCc3ccccc32)cc1OC
·	4.1%	O=C(Nc1cccc(Cl)c1)Nc1ccc(Cl)cn1
-14%	4.8%	COC(=O)c1ccc(NC(=O)CSc2nnc(CNc3ccc(F)cc3)n2C)cc1
-2%	-5.0%	O=C(CSc1nnc(-c2ccco2)n1Cc1ccccc1)c1ccccc1
6%	-1.6%	CC(=O)C(=Nc1ccc(C)cc1C)NNc1cc(C(N)=O)c(Cl)cc1Cl
-2%	7.0%	CCCOc1ccc(C(=O)Nc2ccc(N(CC)CC)cc2)cc1
-1%	3.0%	Cc1ccc(/C=C/C(=O)Nc2cccc([N+](=O)[O-])c2)o1
·	-2.0%	CCSc1ncccc1-c1nc2ccccc2[nH]1
0%	13%	CCOc1ccc(C(C)C)cc1S(=O)(=O)Nc1ccc(Cl)cn1
-1%	2.2%	O=C1C(c2ccccc2)C(c2cccs2)NC(c2cccs2)C1c1ccccc1 (stereo not given)
4%	3.7%	COc1cc(OC)cc(C(=O)Nc2cc(C(F)(F)F)cc(C(F)(F)F)c2)c1

Further entries.
Rat MKP-3 inhibitors	Hsp70 inhibitors	Structure
-4%	·	COc1ccc(-n2c(Cc3cccn3C)nnc2SCC(=O)Nc2ccc(Cl)cc2)cc1
3%	-4.7%	Cc1ccc2c(c1)c1c(n2C)C(NC(N)=O)CCC1 (stereo not given)
4%	-4.5%	O=C1NC(=O)N(c2ccc(Cl)cc2)C(=O)/C1=C\C=C\c1ccco1
4%	-2.3%	COc1ccc(N(CC(N)=O)S(=O)(=O)c2ccccc2)cc1Cl
2%	-4.2%	Cc1nc2ccccc2c(=O)n1NC(=O)COc1ccccc1
-5%	4.2%	CCOC(=O)C1CCCN(C(=O)Cc2c(C(=O)O)[nH]c3ccccc23)C1 (stereo not given)
·	2.7%	Cc1cccc(C(=O)Nc2sc(C(=O)N3CCCC3)c(C)c2C#N)c1
4%	1.6%	Cc1ccc(C(=O)Nc2sc3c(c2C(=O)N2CCOCC2)CCC(C)C3)cc1 (stereo not given)
-10%	1.4%	CCOC(=O)c1c(C)[nH]c(C(=O)OCC(=O)N2c3ccccc3CC2C)c1C (stereo not given)
-1%	1.3%	COc1cc(Cl)c(S(=O)(=O)NCCCN2CCOCC2)cc1Cl
13%	-0.5%	O=C(N/N=C\C=C\c1ccco1)c1ccc(Br)cc1
-4%	·	CS(=O)(=O)N1CCCC(C(=O)NCc2ccc(F)cc2Cl)C1 (stereo not given)

(list continues)
Rat MKP-3 inhibitors	Hsp70 inhibitors	Structure
10%	-3.7%	CC1(C)CC(=O)C=C(/C=C/c2ccc(N3N=N3)cc2)C1
-13%	2.2%	O=C1CCC(=O)N1CN(C(=O)c1ccco1)c1ccccc1
-3%	0.2%	COc1ccccc1Cc1noc(COc2ccc3ccccc3c2)n1
2%	0.4%	CCc1cccc(C)c1NC(=O)CCC1CCCC1
-3%	1.9%	CC(C)COc1ccc(C(=O)NCc2ccco2)cc1
·	-1.4%	O=c1oc(-c2cccs2)nc2ccccc12
1%	-0.1%	CSc1nc(N)c(C#N)c(-c2ccccc2)c1C#N
-10%	-1.4%	O=C1C(=O)N(C2CCCCC2)C(=O)N1C1CCCCC1
-6%	2.3%	O=C(Cc1c(F)cccc1Cl)Nc1ccon1
0%	-6.9%	CC1(C)Oc2ccc(C(=O)NC3CC3)cc2N(CC(=O)N2CCOCC2)C1=O
-4%	2.9%	O=C(O)Cn1cc(C(=O)C2CC2)c2ccccc21
2%	-4.5%	CCOC(=O)c1c(N)sc(NC(=O)c2ccc(C)cc2C)c1C

Carrying on:
Rat MKP-3 inhibitors	Hsp70 inhibitors	Structure
2%	3.8%	COc1cc(Br)c(/C=C2\C(=O)NC(=O)N(c3ccc(C)cc3)C2=O)cc1OC
7%	-6.4%	O=C(Nc1cccc(NC(=O)c2cccc3ccccc23)c1)c1cccc(Cl)c1
3%	1.3%	Cc1cc(Cl)ccc1NC(=O)CCc1ccccc1
·	-2.8%	O=C(NCCSc1ccc(Cl)cc1)c1ccco1
-16%	2.7%	c1ccc(Nc2nc(N3CCCCC3)nc(N3CCNCC3)n2)cc1
-15%	-3.1%	CCN(CC)CCn1c(SCC(=O)NCc2ccco2)nc2c(sc3ccccc32)c1=O
·	-4.1%	O=C(Nc1ccc(S(=O)(=O)Nc2ccccc2)cc1)C1COc2ccccc2O1 (stereo not given)
-10%	5.5%	O=C(NCc1cccnc1)C1CC(=O)N(c2ccc(Cl)cc2)C1 (stereo not given)
-14%	-2.6%	CC(=O)Cc1nsc(NC(=O)c2ccc(COc3ccccc3)o2)n1
·	12%	CCOc1ccc2nc(Nc3nc(CSc4nnnn4-c4ccccc4)cc(=O)[nH]3)nc(C)c2c1
-9%	·	Cc1cc(C(=O)NCCC2=CCCCC2)c(C)o1
1%	-3.9%	CN1CCN(CC(=O)N2c3ccccc3Sc3ccccc32)CC1

Next section.
Rat MKP-3 inhibitors	Hsp70 inhibitors	Structure
-1%	-1.0%	CC1(C)C(C=C(Cl)Cl)C1C(=O)Nc1ccc(S(N)(=O)=O)cc1 (stereo not given)
2%	0.5%	Cc1ccc(OCC(O)CN2CCN(Cc3ccc4c(c3)OCO4)CC2)c(C)c1 (stereo not given)
-4%	-5.2%	Oc1ccc(-c2nc3cnccn3c2Nc2ccc3c(c2)OCCO3)cc1
-4%	-2.9%	COc1ccc(OC)c(CN2CCN(C(=O)c3cccs3)CC2)c1
·	4.3%	CC1=NN(c2ccccc2)C(=O)/C1=C\c1c(C)[nH]n(-c2ccccc2)c1=O
0%&3%	2.9%&1.1%	OCCSc1nncn1/N=C/c1c[nH]c2ccccc12
·	5.5%	CNc1nc(Oc2ccc(C(=O)OC)cc2)nc(SC)n1
1%	-6.9%	Cc1ccc(N2CCN(/N=C\c3ccccc3C(F)(F)F)CC2)cc1
-1%	4.2%	CNC(=O)CCC(=O)Nc1ccc(C)cc1C
-6%&-4%	-18%&-1.2%	CSc1nc(-c2ccccc2)nc2[nH]ccc(=O)c12
-4%	·	CN1C(=O)c2ccccc2C(C(=O)NCCCN2CCCC2)C1c1c[nH]c2ccccc12 (stereo not given)
-1%	1.3%	CC(=O)N1CCN(C(=S)c2ccc(N(C)C)cc2)CC1

Further results follow.
Rat MKP-3 inhibitors	Hsp70 inhibitors	Structure
-4%	-5.3%	COc1ccc(S(=O)(=O)Nc2ccc3c(c2)OCO3)cc1OC
-14%	-4.3%	Cc1cc(C)nc(NC(=O)CN2C(=O)c3ccccc3C2=O)n1
-2%	88%	CN1CCCc2cc3c(C(F)(F)F)cc(=O)oc3nc21
2%	0.4%	C#CC(C)(C)NC(=O)c1ccccc1OC
-3%	9.0%	COc1ccc(S(=O)(=O)N(C)CC(=O)NC2CCCC2)cc1Cl
-5%	6.1%	CCCOC(=O)c1ccc(NC(=O)CCC(=O)OCC)cc1
3%	0.4%	COc1cc([N+](=O)[O-])ccc1-c1ccc(/C=C2/SC(=S)N(c3ccccc3)C2=O)o1
2%	0.8%	C/C(=C1/SC(N2CCCC2)=NC1=O)c1ccc(Br)cc1
·	-2.3%	Cc1ccc(C(=O)Oc2ccccc2C(=O)N2CCOCC2)cc1
-2%	-1.8%	COc1ccc(N2C(=O)CN=C2Nc2cccc(C)c2C)cc1OC
1%	-1.6%	CCN(CC)C(=O)CSc1nnc(-c2ccc(F)cc2)n1N
·	2.4%	O=C(c1ccccc1)N1CCN(C(=O)c2ccccc2)C1c1ccccc1

6 entries from above, set out differently.
SMILES	Rat MKP-3 inhibitors	Hsp70 inhibitors
CCCOC(=O)c1ccc(NC(=O)CCC(=O)OCC)cc1	-5%	6.1%
COc1cc([N+](=O)[O-])ccc1-c1ccc(/C=C2/SC(=S)N(c3ccccc3)C2=O)o1	3%	0.4%
C/C(=C1/SC(N2CCCC2)=NC1=O)c1ccc(Br)cc1	2%	0.8%
Cc1ccc(C(=O)Oc2ccccc2C(=O)N2CCOCC2)cc1	·	-2.3%
COc1ccc(N2C(=O)CN=C2Nc2cccc(C)c2C)cc1OC	-2%	-1.8%
CCN(CC)C(=O)CSc1nnc(-c2ccc(F)cc2)n1N	1%	-1.6%

Reprinted at random: three entries already listed.
Rat MKP-3 inhibitors	Hsp70 inhibitors	Structure
·	-2.3%	Cc1ccc(C(=O)Oc2ccccc2C(=O)N2CCOCC2)cc1
-4%	-5.3%	COc1ccc(S(=O)(=O)Nc2ccc3c(c2)OCO3)cc1OC
2%	0.4%	C#CC(C)(C)NC(=O)c1ccccc1OC

Assay outcomes deposited in PubChem BioAssay by Sanford-Burnham Center for Chemical Genomics.
